# SW480 rereplic = DNA re-replication induction in SW480 cells | SW480 DNA re-replication, Hoechst DNA content imaging, 48 h | Potency, µM (top dose mostly 46.1 µM), inactives show at the top dose re-replication activation, hits mostly activators | hit rate 1.8% among 340,000; further: potency means the concentration at half of the fitted maximal effect; % of control where 0% means no effect; nearly all actives have a fitted effect of over 55% in size
#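 SW480 cells exposed to compounds for 48 hr at 37 C, 5% CO2, then Hoechst-stained 40 min. Nuclear DNA content imaged by fluorescence scanning (405 nm excitation, 500-530 nm emission); re-replication scored as increased high-intensity nuclei.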
# KB-3-1 cytotox = kills parental KB-3-1 adenocarcinoma cells. KB-3-1 viability, CellTiter-Glo ATP luminescence, 72 h. hit rate 1.4% among 400,000. AID 1347075. Potency, µM (top dose mostly 46.1 µM), for the others: top-dose activity change, negative = cytotoxic, most hits filed as cytotoxic; further: potency means the concentration at half of the fitted maximal effect; on the % scale 0 is the no-effect control and ±100 the full control effect; nearly all actives have a fitted effect of over 60% in size
#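 Parental KB-3-1 adenocarcinoma cells in phenol-red-free DMEM with 10% FBS were pin-treated with compounds at several concentrations, incubated 72 h at 37 °C, and viability read by CellTiter-Glo luminescence; concentration-effect curves were fitted after normalization.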
# WRN inhibitor = blocks human WRN helicase. Q14191. WRN helicase unwinding, fluorescent forked duplex, kinetic. Potency, µM (doses to about 114 µM), without a hit: at the top dose activity change, negative = inhibition, actives largely listed as inhibitors. hit rate 0.46% among 360,000. AID 651768; further: potency means the concentration at half of the fitted maximal effect; on the % scale 0 is the no-effect control and ±100 the full control effect; nearly all actives have a fitted effect of over 55% in size
# Target sequence (Q14191 whole entry, looked up): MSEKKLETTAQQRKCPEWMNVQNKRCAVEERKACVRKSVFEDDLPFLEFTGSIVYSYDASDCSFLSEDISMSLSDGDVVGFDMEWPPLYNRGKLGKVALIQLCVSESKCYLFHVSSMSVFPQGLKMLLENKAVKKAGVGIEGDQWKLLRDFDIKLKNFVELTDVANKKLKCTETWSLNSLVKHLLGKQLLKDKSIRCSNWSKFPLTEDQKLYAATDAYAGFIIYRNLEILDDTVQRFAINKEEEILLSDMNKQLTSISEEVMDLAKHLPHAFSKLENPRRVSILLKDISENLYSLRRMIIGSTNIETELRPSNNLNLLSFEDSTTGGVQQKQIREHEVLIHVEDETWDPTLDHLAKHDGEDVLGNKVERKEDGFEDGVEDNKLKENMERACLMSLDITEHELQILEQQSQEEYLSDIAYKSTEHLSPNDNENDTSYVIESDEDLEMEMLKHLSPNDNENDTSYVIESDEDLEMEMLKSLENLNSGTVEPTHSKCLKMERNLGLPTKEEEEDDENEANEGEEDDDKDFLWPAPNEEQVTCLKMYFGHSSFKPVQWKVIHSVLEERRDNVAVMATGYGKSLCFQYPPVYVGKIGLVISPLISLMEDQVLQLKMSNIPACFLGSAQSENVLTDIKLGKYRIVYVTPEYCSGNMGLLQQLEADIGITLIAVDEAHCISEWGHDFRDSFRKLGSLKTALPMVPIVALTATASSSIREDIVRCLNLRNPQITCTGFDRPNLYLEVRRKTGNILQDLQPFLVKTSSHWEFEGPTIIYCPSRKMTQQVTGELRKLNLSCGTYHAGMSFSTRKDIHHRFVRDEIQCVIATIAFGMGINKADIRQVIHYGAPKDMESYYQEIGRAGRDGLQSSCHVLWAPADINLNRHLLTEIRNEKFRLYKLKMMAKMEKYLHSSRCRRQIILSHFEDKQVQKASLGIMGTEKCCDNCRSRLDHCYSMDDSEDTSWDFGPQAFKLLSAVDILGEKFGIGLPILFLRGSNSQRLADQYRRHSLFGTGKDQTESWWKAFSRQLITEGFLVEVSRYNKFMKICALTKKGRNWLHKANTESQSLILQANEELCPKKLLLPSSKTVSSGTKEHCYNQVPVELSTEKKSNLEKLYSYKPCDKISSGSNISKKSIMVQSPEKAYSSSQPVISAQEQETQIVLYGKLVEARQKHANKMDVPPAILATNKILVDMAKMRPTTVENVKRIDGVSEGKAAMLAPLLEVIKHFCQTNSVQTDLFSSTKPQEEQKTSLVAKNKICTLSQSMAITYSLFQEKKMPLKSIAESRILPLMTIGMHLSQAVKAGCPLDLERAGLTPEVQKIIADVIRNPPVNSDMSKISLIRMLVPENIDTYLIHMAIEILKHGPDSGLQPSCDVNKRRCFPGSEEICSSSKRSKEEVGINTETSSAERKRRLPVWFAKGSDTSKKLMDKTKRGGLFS
#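 Kinetic red-fluorescence monitoring (525/598 nm) tracks WRN helicase activity after 100 nM fluorophore-quencher forked duplex and 2 mM ATP are added to 20 nM enzyme pretreated 15 min at room temperature with compound.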
# MCF10A rereplic = induces DNA re-replication in MCF 10a normal breast cells; MCF 10A DNA re-replication, Hoechst nuclear intensity, 48 h; Potency, µM (doses to about 46.1 µM), without a hit: at the top dose activity, positive = re-replication, usual class: activators; hit rate 2.9% among 350,000; AID 624296; further: potency means the concentration at half of the fitted maximal effect; % of control where 0% means no effect; nearly all actives have a fitted effect of over 50% in size
# HT1080NT lethal = kills 2HG-producing HT-1080-NT fibrosarcoma cells; hit rate 1.6% among 360,000; AID 686970; HT-1080-NT fibrosarcoma viability, CellTiter-Glo ATP luminescence, 48 h; Potency, µM (titrated, usually from 46.1 µM), for the others: at the highest dose activity, negative = less viability, actives largely listed as cytotoxic;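 further: NT is the 2HG producing partner of a matched IDH1 knockdown line; potency means the concentration at half of the fitted maximal effect; 0% = DMSO-treated cells and -100% = media-only wells without cells; nearly all actives have a fitted effect of over 55% in size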
#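 Read-out is CellTiter-Glo luminescence after 10 minutes at room temperature, following 48 hours' compound treatment of HT-1080-NT cells (750 cells/well, RPMI, 5% FBS, 37 degrees C).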
# IL-1B inflam inh = blocks inflammasome-driven IL-1 beta release | THP-1 LPS/ATP IL-1B secretion, AlphaLISA, 16 h; active compounds read low | activity change, % at 57.5 µM | hit rate 4.7% among 360,000 | AID 743279; in the data active means activity change below about -50%; inconclusive means mostly about -30% to -49%; further: on the % scale 0 is the no-effect control and ±100 the full control effect
#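 THP-1 cells pretreated 1 hr with compounds (up to 57.5 uM final), then stimulated with LPS (250 ng/mL final) plus ATP (1.25 mM final); secreted IL-1B measured by AlphaLISA after 16 hr, decreased signal indicating inhibition.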
# ATXN2 expr inh = reduces ATXN2 reporter expression in HEK-293 cells; AID 1745845; Potency, µM (series often up to 57 µM), inactives show top-dose activity change, negative = inhibition, actives largely listed as inhibitors; HEK-293 ATXN2-luciferase reporter, luminescence, 24 h; hit rate 0.72% among 360,000; further: potency means the concentration at half of the fitted maximal effect; on the % scale 0 is the no-effect control and ±100 the full control effect; nearly all actives have a fitted effect of over 55% in size
#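 qHTS (up to 57 uM final) was run with 24 h compound exposure of reporter cells at 37 °C. Each well was multiplexed: SteadyGlo luminescence measured ATXN2-luciferase expression after a fluorogenic Gly-Phe-AFC viability readout (25 uM final).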
# HT1080 IDH1KD tx = toxicity to HT-1080 IDH1 knockdown cells (counter line) | Potency, µM (doses to about 46.1 µM), inactives show at the top dose activity, negative = toxicity, most hits filed as cytotoxic | AID 686971 | HT-1080 IDH1 knockdown viability, ATP luminescence, 48 h | hit rate 2% among 360,000;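 further: potency means the concentration at half of the fitted maximal effect; 0% = DMSO wells and -100% = cell-free medium wells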
#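 Viability of IDH1-knockdown HT-1080 fibrosarcoma cells was assessed by CellTiter-Glo after 48 h at 37 °C with titrated compound; concentration-effect curves were classified by fit quality and response size.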
# KB-V1 MDR tox = kills drug-selected multidrug resistant KB-V1 cells; hit rate 3.4% among 400,000; KB-V1 MDR cells viability, CellTiter-Glo, 72 h; Potency, µM (doses to about 46.1 µM), for inactives: at the highest dose activity change, negative = cytotoxicity, actives largely listed as cytotoxic; AID 1347076; further: potency means the concentration at half of the fitted maximal effect; on the % scale 0 is the no-effect control and ±100 the full control effect; nearly all actives have a fitted effect of over 60% in size
#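 Cytotoxicity toward P-gp-expressing KB-V1 cells was determined as loss of CellTiter-Glo luminescence after 72 h at 37 degrees C. Compounds were tested in quantitative HTS format across a concentration range, with curves fitted to normalized data.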
# Active calls of the source: *; i = inactive; ? = inconclusive; nt = not tested or not shown; & = joins results of further samples; [ ] = remark or other dose. Unless noted, the call rests on the fitted dose curve; in most records, active means well fitted curve in the direction sought with a large enough effect; inconclusive means small, poorly fitted or top-dose-only effect, or another doubt; inactive means no such curve, though single readings can be large; an effect the other way counts as inactive or inconclusive.
SMILES,SW480 rereplic,KB-3-1 cytotox,WRN inhibitor,MCF10A rereplic,HT1080NT lethal,IL-1B inflam inh,ATXN2 expr inh,HT1080 IDH1KD tx,KB-V1 MDR tox
O=C1/C(=C/c2ccccc2)Oc2cc(OC(=O)N3CCOCC3)ccc21,-5%,9%,0%,10%,11%,-68*,45%[activator],11%,21µM*
COc1ccc(S(=O)(=O)Cc2ccc(C(=O)N3CCN(C4CCCCC4)CC3)o2)cc1,6%,-13%,5%,3%,0%,-3,4%,6%,0%
COc1cc(OC)cc(C(=O)OCC(=O)N(C)c2ccccc2)c1,-4%,0%,-4%,4%,-4%,7,-4%,2%,-20%
Cn1c(-[n+]2c(-c3ccccc3)cc(-c3ccccc3)cc2-c2ccccc2)nc2cc([N+](=O)[O-])ccc21,-4%,-1%,8%,1%,12%,-6,9%,13%,5%
CCOC(=O)C1CCN(C(=O)c2oc3ccc4c(c3c2C)C(O)CC2(CCCCC2)O4)CC1 (stereo not given),?,-16%,-9%,14%,-16%,6,-11%,-21%,-4%
CCOC(=O)C(C(=O)OCC)C1CS(=O)(=O)CC1C(C(=O)OCC)C(=O)OCC (stereo not given),3%,5%,-3%,-1%,8%,42,0%,6%,0%
COc1ccccc1N(CC(=O)Nc1cccnc1)S(=O)(=O)c1ccccc1,10%,-1%,-4%,?,0%,-4,-2%,17%,?
Cc1[nH]c2ccc3ncccc3c2c1C,-2%,-3%,-4%,?,-13%,-8,33%,-18%,?
CCOC(=O)c1c(S(=O)(=O)NCC(=O)NCc2ccc(C)cc2)c(C)n(C)c1C,-3%,-1%&1%,-1%,1%,3%,6,-3%,5%,-1%&-4%
CC(Oc1cccc(Cl)c1)C(=O)Nc1ccccc1N1CCCCC1 (stereo not given),1%,-20%,7%,?,4%,11,7%,-1%,?
COCc1cc(/C=N\NC(=O)Cc2ccc(OC)cc2)ccc1OC,3%,13%,9%,-3%,-2%,-6,3%,2%,23µM*
CC1=NN(C(=O)Cc2ccccc2)C(O)(c2cccnc2)C1 (stereo not given),?,1%,0%,9%,?,22,4%,?,0%
Clc1ccc(CSc2cc3c(nn2)-c2ccccc2CC3)cc1Cl,-7%,-2%,0%,-6%,-5%,31,5%,-17%,-2%
Cc1nn(-c2ccccc2)nc1C(=O)c1c(C)[nH]n(-c2ccccc2)c1=O,23%,16µM*,-7%,?,2%,20,?,5%,21µM*
CCOCCCNC(=O)C(NC(=O)Cc1c[nH]c2ccccc12)c1ccccc1 (stereo not given),1%,1%,-2%,1%,21%,12,-10%,19%,-17%
CC(=O)Nc1ccc2sccc2c1,-4%,9%,-6%,?,3%,38,36%,2%,-1%
Cc1onc(-c2c(Cl)cccc2Cl)c1C(=O)c1ccccc1,2%,2%,-6%,?,-2%,22,-12%,-8%,-12%
CN(C(=O)c1ccc(NC(=O)Cc2cccc(NC(=O)C3CCN(C(=O)C4CCCCC4)CC3)c2)cc1)C1CCCC1,-13%,-6%,2%,?,-3%,22,6%,-6%,5%
COc1cc(N=Nc2ccc(C(=O)N(C)C)cc2)c(C)cc1N,-6%,-7%,?,-33%[inhibitor],-5%,2,58%[activator],-1%,-4%
Cc1cc(C)c(S(=O)(=O)N2CCCC2=O)cc1N(C)S(C)(=O)=O,-4%,-3%,4%,5%,3%,-9,21%,-1%,-1%
Cc1cccc(OCCC(=O)Nc2ccc(N3CCOCC3)cc2N2CCOCC2)c1,0%,-4%,1%,0%,15%,?,4%,1%,-22%
O=C1CCCCC1Sc1nnc(-c2ccc3c(c2)OCO3)o1 (stereo not given),0%,1%,-4%,0%,-17%,1,?,-11%,0%
CC(C)(C)c1ccc(C(=O)NNC(=O)c2ccccc2Br)cc1,-5%,3%,2%,?,-5%,-4,13%,?,?
CCN(CC)c1ccc(/C=N/N2CCN(c3ccccn3)CC2)cc1,-1%,-1%,-25%,-4%,11%,0,-26%,27%,4%
NS(=O)(=O)c1ccc(CCNC(=O)C(=O)NCC2OCCN2S(=O)(=O)c2ccc(Cl)cc2)cc1 (stereo not given),14%,3%,4%,14%,0%,54,-1%,1%,1%

# As a working copy, some entries already given.
SMILES,SW480 rereplic,KB-3-1 cytotox,WRN inhibitor,MCF10A rereplic,HT1080NT lethal,IL-1B inflam inh,ATXN2 expr inh,HT1080 IDH1KD tx,KB-V1 MDR tox
O=C1/C(=C/c2ccccc2)Oc2cc(OC(=O)N3CCOCC3)ccc21,-5%,9%,0%,10%,11%,-68*,45%[activator],11%,21µM*
COc1ccc(S(=O)(=O)Cc2ccc(C(=O)N3CCN(C4CCCCC4)CC3)o2)cc1,6%,-13%,5%,3%,0%,-3,4%,6%,0%

# Carrying on:
SMILES,SW480 rereplic,KB-3-1 cytotox,WRN inhibitor,MCF10A rereplic,HT1080NT lethal,IL-1B inflam inh,ATXN2 expr inh,HT1080 IDH1KD tx,KB-V1 MDR tox
Cc1cc(=O)oc2cc(OCc3ccc(C(=O)N4CCN(c5ccc([N+](=O)[O-])cc5)CC4)cc3)ccc12,-10%,0%,-8%,2%,-7%,-5,-10%,0%,21%
COc1ccc(-c2nnc(SCC(C)C)o2)cc1,-9%,8%,-3%,-3%,21%,-10,42%[activator],-1%,13%
O=C(NCC1CCCO1)C1CCCN(S(=O)(=O)c2ccc(Br)cc2)C1 (stereo not given),0%,-3%,6%,-2%,18%,14,-8%,7%,20%
C=CCn1c(SCC(=O)NC(=O)c2cccc([N+](=O)[O-])c2)nnc1-c1ccccc1F,-5%,22%,4%,-1%,14%,-3,0%,24%,-13%
N#CC1=C(N)Nc2ncnn2C1c1ccc([N+](=O)[O-])cc1 (stereo not given),-2%,-1%,-4%,-3%,-1%,-9,-23%,-7%,-3%
Cc1ccc(OCC(=O)Nc2nnc(-c3ccco3)s2)cc1,12%,-4%,-13%,-15%,22%,-7,2%,30%,-7%
C[C@@H]1CN([C@H](C)CO)C(=O)CCCn2nncc2CO[C@@H]1CN(C)C(=O)Nc1ccc2c(c1)OCO2,nt,?,7%,nt,-12%,25,3%,-9%,9%
COc1ccc(NS(=O)(=O)c2ccc(-c3coc(C)n3)cc2)cc1OC,15%,?,-6%,6%,3%,?,-36%,0%,-12%
CCOc1ccccc1CN1CCC(N2CCOCC2)CC1,0%,2%,5%,-3%,15%,1,nt,-1%,2%
CCC(=O)Nc1ccc(N2CCN(C(=O)c3ccco3)CC2)c(Cl)c1,4%,0%,-10%,0%,-9%,i,-2%,-23%,-23%
COc1nc(Nc2ccc(C(C)=O)cc2)nc(OC)n1,1%,9%,-7%,-12%,2%,1,28%,0%,1%
O=C1NCCN1c1ccccc1,-1%,-7%,-15%,-1%,4%,14,4%,9%,?
COc1ccc(NC(=O)C(c2ccccc2)n2c(=O)c(-c3ccco3)nc3ccccc32)cc1 (stereo not given),nt,-14%,-1%,nt,-16%,-9,nt,-28%,-28%
COc1cccc(NC(=O)N2C3CCCC2CC(NC(=O)C2CC2)C3)c1 (stereo not given),-8%,2%,7%,4%,0%,-2,-16%,18%,-3%
Cc1cc2oc(=O)cc(CN3CCOCC3)c2cc1C,-7%,-1%,3%,17%,5%,2,0%,7%,12%
CN(C)CC(=O)Nc1ccc2cn[nH]c2c1,3%,1%,11%,-4%,7%,6,nt,-4%,?
O=C(NCc1ccco1)c1ccc(=O)oc1,2%,-8%,-10%,-3%,4%,7,3%,-1%,-13%
Cn1c(SCC(=O)NC2CCCC2)nnc1C(F)(F)F,5%,1%,-8%,-3%,-3%[9.24 µM],-15,1%,-1%,-1%
CN(C)CCCOC(=O)N1c2ccccc2C=Cc2ccccc21,1%,26µM*,6%,-8%,-14%,-17,nt,-10%,9%
COc1ccc2c(CC(=O)N3CCc4ccccc43)coc2c1,-5%,-2%,-9%,-3%,-1%,0,68%[activator],-11%,3%
CCc1nc2ccc(C(=O)Nc3cccc(NS(C)(=O)=O)c3)cn2c1N(C)C(=O)c1cccc(OC)c1,nt,0%,-1%,nt,7%,-78*,9%,16%,?
COc1ccccc1Oc1ccc(N/C=C/C(=O)c2ccco2)cc1,-3%,-16%,-30%,11%,-22%,-52*,14%[11.3 µM],-22%,-24%
O=C(CN1C(=O)COc2ccccc21)Nc1ccc(F)cc1,8%,3%,-2%,21µM*,14%,19,10%,1%,?

# One compound at a time, from the list above. Values in the order: SW480 rereplic	KB-3-1 cytotox	WRN inhibitor	MCF10A rereplic	HT1080NT lethal	IL-1B inflam inh	ATXN2 expr inh	HT1080 IDH1KD tx	KB-V1 MDR tox
# Results for `Cc1cc(=O)oc2cc(OCc3ccc(C(=O)N4CCN(c5ccc([N+](=O)[O-])cc5)CC4)cc3)ccc12` = -10%	0%	-8%	2%	-7%	-5	-10%	0%	21%
# Results for `C=CCn1c(SCC(=O)NC(=O)c2cccc([N+](=O)[O-])c2)nnc1-c1ccccc1F` = -5%	22%	4%	-1%	14%	-3	0%	24%	-13%
# Results for `O=C(CN1C(=O)COc2ccccc21)Nc1ccc(F)cc1` = 8%	3%	-2%	21µM*	14%	19	10%	1%	?
# Results for `O=C(NCc1ccco1)c1ccc(=O)oc1` = 2%	-8%	-10%	-3%	4%	7	3%	-1%	-13%
# Results for `COc1nc(Nc2ccc(C(C)=O)cc2)nc(OC)n1` = 1%	9%	-7%	-12%	2%	1	28%	0%	1%
